# Vif-APOBEC3F blk – qHTS for Inhibitors of Vif-A3F Interactions: qHTS. HeLa A3F-eYFP + Vif (tagged APOBEC3F with the HIV-1 protein that degrades it), YFP fluorescence increase. Potency, µM (highest dose often 46.1 µM), without a hit: at the top dose activity, negative = active. 390,000 tested, 0.2% active; further: potency means the concentration at half of the fitted maximal effect; % of control where 0% means no effect; nearly all actives have a fitted effect of over 65% in size
#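 HeLa cells stably expressing Vif plus C-terminally eYFP-tagged A3F were seeded, incubated overnight at 37 deg C, dosed with compound, incubated overnight again at 37 deg C. Yellow fluorescence (Ex 488/Em 500-530) reported blocked Vif-mediated A3F-eYFP degradation.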
# RXFP1 ag – qHTS Assay for Agonists of the Relaxin Receptor RXFP1. Relaxin receptor 1 (Homo sapiens), Q9HBX9. HEK293T-RXFP1 cAMP TR-FRET, 30 min; response scale: percent of porcine relaxin response, buffer zero. Potency, µM (series often up to 57.5 µM), for inactives: at the top dose activation, hits mostly activators. 370,000 tested, 0.3% active; further: potency means the concentration at half of the fitted maximal effect; on the % scale 0 is the no-effect control and ±100 the full control effect; nearly all actives have a fitted effect of over 60% in size; many of its hits are not listed in these tables
#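 HEK293 cells stably expressing RXFP1, treated 30 min at 37C with compounds plus PDE4 inhibitor Ro 20174; cAMP measured by HTRF TR-FRET. Normalized to buffer and 29 nM porcine relaxin; EC50 by Hill fit.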
# D1 PAM – Potentiators of Human D1 Dopamine Receptor: qHTS; D(1A) dopamine receptor (Homo sapiens), P21728; HEK293 TREx D1 cells, calcium flux, dopamine EC20 potentiation; potentiation, % at 10 µM; 360,000 tested, 0.036% active; AID 504651, 2011; in the data active means potentiation above about 30%; further: 0% is about no effect
# Vif-A3G inh – qHTS for Inhibitors of Vif-A3G Interactions: qHTS; AID 602310, 2012; Potency, µM (top dose mostly 46.1 µM), inactives show at the highest dose activity, negative = active, usual class: inhibitors; HeLa A3G-eYFP + Vif (tagged APOBEC3G with the HIV-1 protein that degrades it), YFP fluorescence, overnight; 410,000 tested, 0.076% active;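 further: potency means the concentration at half of the fitted maximal effect; on the % scale 0 is the no-effect control and ±100 the full control effect; nearly all actives have a fitted effect of over 60% in size; hits raise eYFP signal because A3G escapes Vif-driven loss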
# Target sequence (Q9HC16 whole entry, looked up): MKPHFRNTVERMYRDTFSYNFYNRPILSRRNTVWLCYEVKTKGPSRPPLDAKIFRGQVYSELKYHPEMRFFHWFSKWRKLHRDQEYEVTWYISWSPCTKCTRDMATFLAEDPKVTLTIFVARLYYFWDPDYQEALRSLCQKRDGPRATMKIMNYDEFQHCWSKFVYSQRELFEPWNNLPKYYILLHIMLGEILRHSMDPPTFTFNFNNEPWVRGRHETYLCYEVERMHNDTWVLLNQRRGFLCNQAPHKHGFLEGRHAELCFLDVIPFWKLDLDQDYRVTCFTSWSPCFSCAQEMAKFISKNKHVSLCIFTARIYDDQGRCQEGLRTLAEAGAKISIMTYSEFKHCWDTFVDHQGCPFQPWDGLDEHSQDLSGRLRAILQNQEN
#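 HeLa cells stably expressing Vif and C-terminally eYFP-tagged A3G, seeded overnight at 37 deg C, then exposed to compound by pintool overnight at 37 deg C. Rise in yellow fluorescence (Ex 488/Em 500-530, Acumen) marks blocked Vif-driven A3G degradation.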
# Glioma ERSR ind – qHTS for Inducers of the Endoplasmic Reticulum Stress Response (ERSR) in Human Glioma: qHTS; U87-MG GRP78 promoter luciferase reporter, 16 h; Potency, µM, for the others: top-dose activation, usual class: activators; 420,000 tested, 0.02% active; AID 602332, 2012; further: potency means the concentration at half of the fitted maximal effect; series mostly up to about 76 µM; % of control where 0% means no effect; nearly all actives have a fitted effect of over 35% in size
#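 Stably transfected U87-MG human glioma cells carrying a GRP78-based luminescent sensor were seeded at 1000 cells/well, pin-dosed with compounds and incubated 16 h. Luciferase reagent was then added, and end-point luminescence was read after 10 min at room temperature.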
# D1 ag – Allosteric Agonists of the Human D1 Dopamine Receptor: qHTS; D(1A) dopamine receptor (Homo sapiens), P21728; HEK293 T-REx D1 cells, calcium flux, agonist mode; activation, % at 2 µM; 360,000 tested, 1% active; AID 504660, 2011; in the data active means activation above about 30%; further: 0% is about no effect
#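 Inducible HEK293 T-REx D1 cells, force-coupled to calcium signalling, were plated at 4000 cells/well with tetracycline and held overnight at 30 C. After no-wash calcium dye loading, compound-evoked calcium rise over 180 s flagged agonists.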
# D1 antag – Antagonist of Human D 1 Dopamine Receptor: qHTS | D(1A) dopamine receptor (Homo sapiens), P21728 | HEK293 TREx D1 cells, calcium flux, dopamine EC80; stronger effect = lower value | activity change, negative = inhibition, % at 10 µM | 360,000 tested, 3.2% active | AID 504652, 2011; in the data active means activity change below about -30%; further: on the % scale 0 is the no-effect control and ±100 the full control effect
#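 Kinetic fluorescence of a calcium dye serves as the read-out. D1-expressing Hek293 Trex cells, induced overnight at 30 C, are exposed to compound for 180 s before an EC80 dopamine addition, then read 180 s further.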
# D2 PAM – HTS Assay for Positive Allosteric Modulators of the Human D2 Dopamine Receptor: Primary Screen for Potentiators. D(2) dopamine receptor (Homo sapiens), P14416. HEK293 T-REx D2, calcium flux, EC20 dopamine potentiation. potentiation, % at 10 µM. 340,000 tested, 0.34% active. AID 485347, 2010;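 active means potentiation over 3 SD above the plate norm, cut at about 30% in these data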; further: 0% is about no effect
# Target sequence (P14416 whole entry, looked up): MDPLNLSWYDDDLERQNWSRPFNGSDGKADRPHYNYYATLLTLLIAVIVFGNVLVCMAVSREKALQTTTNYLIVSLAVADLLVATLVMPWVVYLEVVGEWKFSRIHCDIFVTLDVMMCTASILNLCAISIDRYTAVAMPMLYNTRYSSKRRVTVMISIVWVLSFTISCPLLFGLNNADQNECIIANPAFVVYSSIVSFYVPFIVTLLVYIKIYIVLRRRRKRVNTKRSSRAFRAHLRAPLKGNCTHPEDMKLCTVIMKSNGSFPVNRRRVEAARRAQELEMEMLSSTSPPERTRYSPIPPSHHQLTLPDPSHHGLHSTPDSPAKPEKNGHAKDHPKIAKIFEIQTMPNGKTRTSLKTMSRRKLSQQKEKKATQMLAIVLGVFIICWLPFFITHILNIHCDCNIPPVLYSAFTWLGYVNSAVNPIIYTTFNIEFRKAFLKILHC
#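 Tetracycline-induced HEK293 T-REx cells force-coupled to calcium signalling expressed D2; compounds were pin-added after a 10 s baseline, read kinetically 180 s, then an EC20 dopamine challenge followed with a further 180 s calcium read.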
# LDHA inh – qHTS assay for inhibitors of human lactate dehydrogenase; L-lactate dehydrogenase A chain (Homo sapiens), P00338; purified LDHA, NADH/diaphorase-resazurin fluorescence; stronger effect = lower value; activity change, % (values are at about 110 or 230 µM); 480,000 tested, 0.15% active; in the data active means activity change below about -30%; inconclusive means mostly about -25% to -30%;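 further: plate controls were DMSO wells for no effect and wells without enzyme for full effect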
#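 Resorufin fluorescence (ex540/em590), read at 0 and 20 min after diaphorase/resazurin addition, reports the NADH left after a 5 min room-temperature reaction of 2 nM human LDH5 with 0.06 mM NADH and 0.2 mM pyruvate.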
# Starred values were filed as active, the others as inactive; ? = inconclusive; · = not tested or not shown; & = joins results of further samples. Unless noted, the call rests on the fitted dose curve; in most records, active means well fitted curve in the direction sought with a large enough effect; inconclusive means small, poorly fitted or top-dose-only effect, or another doubt; inactive means no such curve, though single readings can be large; an effect the other way counts as inactive or inconclusive. This is a subset. The share of hits here may be higher or lower than overall.
SMILES,Vif-APOBEC3F blk,RXFP1 ag,D1 PAM,Vif-A3G inh,Glioma ERSR ind,D1 ag,D1 antag,D2 PAM,LDHA inh
CCc1ccc2[nH]c(=O)c(CN(Cc3ccccc3)Cc3nnnn3Cc3ccco3)cc2c1,0%,-0.2%,3,0%,-5%,5,7,-7,-1
COCCn1c(CCc2ccccc2)n[nH]c1=S,3%,3.1%,1,0%,-4%,2,2,-2,-14
O=[N+]([O-])c1ccc(OS(=O)(=O)Cc2ccccc2)cc1,3%,-2.3%,-1,-3%,-3%,7,-18,-1,-8
COc1ccc(N2CCN(C(=O)CCNS(=O)(=O)c3cccs3)CC2)cc1,-2%,-4.7%,-9,1%,-2%,4,0,5,1
COCCCNC(=O)Cn1cc(/C=C(\C#N)C(=O)N2CCN(c3ccccc3)CC2)c2ccccc21,-2%,-0.4%,7,1%,-3%,1,-2,·,-6
Cc1ccc(S(=O)(=O)N2[C@@H](c3ccc(C#N)cc3)C(C(=O)O)=C[C@H]2CC2CCCC2)cc1,-30%,·,·,-2%,1%,·,·,·,5
Cn1cc([C@@H]2C[C@H]3CN(Cc4cccc(Cl)c4)C(=O)[C@]34CCCN24)c2ccccc21,-8%,-0.3%,-1,-8%,-3%,2,-4,-3,3
Cc1ccc(-n2ncc3c(NCCC4=CCCCC4)ncnc32)cc1C,0%,-2.3%,-1,0%,-1%,-3,-24,18,-11
Cc1ccccc1SCC(=O)Nc1ccc(N2CCOCC2)cc1,-3%,2.1%,-3,-4%,11%,0,1,·,-9
COCc1ccc(C(=O)N2CCCCC2C(=O)Nc2ccc(-n3nc(C)cc3C)cc2)o1 (stereo not drawn),2%,-2.5%,-2,4%,-4%,1,-5,2,-8

# One compound at a time (already shown).
# Listed for COCCCNC(=O)Cn1cc(/C=C(\C#N)C(=O)N2CCN(c3ccccc3)CC2)c2ccccc21 : Vif-APOBEC3F blk = -2%; RXFP1 ag = -0.4%; D1 PAM = 7; Vif-A3G inh = 1%; Glioma ERSR ind = -3%; D1 ag = 1; D1 antag = -2; D2 PAM = ·; LDHA inh = -6
# Listed for COCCn1c(CCc2ccccc2)n[nH]c1=S : Vif-APOBEC3F blk = 3%; RXFP1 ag = 3.1%; D1 PAM = 1; Vif-A3G inh = 0%; Glioma ERSR ind = -4%; D1 ag = 2; D1 antag = 2; D2 PAM = -2; LDHA inh = -14

# Continuation.
SMILES,Vif-APOBEC3F blk,RXFP1 ag,D1 PAM,Vif-A3G inh,Glioma ERSR ind,D1 ag,D1 antag,D2 PAM,LDHA inh
CCOC(=O)c1c(C)nc2sc(C(=O)Nc3ccc(C(C)=O)cc3)c(N)c2c1-c1ccc(OC)cc1,3%,5.0%,-1,-11%,-5%,5,4,6,-1
COc1ccc(CNC(=O)c2cc3sccc3n2Cc2ccc(C)cc2)cc1,-10%,-0.7%,-1,6%,1%,4,12,3,-10
O=c1cc(CSc2nnc(COc3ccccc3Cl)o2)nc2sccn12,-19%,4.2%,-6,-3%,-1%,3,1,-5,-5
Cc1ccc(C)c(OCC(=O)NCC(C)C)c1C,-2%,2.0%,-3,-4%,-4%,2,-5,-6,1
C=CCSc1nc(-c2ccccc2)c(C#N)c(=O)[nH]1,2%,17%,-6,4%,-3%,3,1,·,-6
Cc1ccccc1C(=O)c1c[nH]c(C(N)=O)c1,8%,-2.5%,-4,-3%,4%,2,13,7,-2
COC(=O)c1c(NC(=O)CC2Nc3ccccc3NC2=O)sc(C)c1C (stereo not drawn),?,-0.8%,·,-6%,-2%,·,·,·,1
O=c1cc2oc3cc(O)c(O)cc3c(-c3ccccc3O)c-2cc1O,?,7.7%,1,-20%,17%,46*,-14,0,4
CN(CC(=O)Nc1ccccc1C(=O)Nc1ccccc1)C1CCCCC1,1%,·,·,-7%,-4%,·,·,·,-3
CCOC(=O)c1[nH]c(C)c(C(=O)NCc2ccc(C)cc2)c1C,-4%,0.1%,-2,0%,0%,1,11,4,-1
COc1ccc(C(C)(C)C)cc1NS(=O)(=O)c1cccc2cccnc12,10%,0.8%,9,2%,-6%,5,9,2,5
NS(=O)(=O)c1cccc(NC(=O)CCC(=O)c2cccs2)c1,-2%,-0.1%,-5,-1%,1%,3,-7,-3,-4
CC(=O)Nc1ccc(NC(=O)c2ccco2)cc1,0%,0.9%,0,1%,9%,0,-8,-7,-3
CCN1C(=NCCc2ccccn2)N[C@@H](c2cccc(F)c2)C(C(=O)OC)=C1C,-1%,1.6%&-1.8%,0&-5,1%,-8%,1&1,5&-12,·,-10
COCCNC(=O)c1ccc(N2CCCCC2)c(NS(=O)(=O)c2ccc(C)cc2)c1,3%,-0.5%,4,-3%,3%,2,2,-9,-3
COc1ccc(-n2nnc(-c3nc(-c4ccccc4C)no3)c2N)cc1Cl,-2%,-0.6%,0,2%,-4%,0,9,6,-4
COC(=O)Nc1ncc(CN2CCc3ccccc3C2)s1,-1%,0.3%,1,1%,-3%,-2,3,-23,1
CCC(C)c1ccc(OCC(=O)NNC(=O)C2CCCCC2)cc1 (stereo not drawn),-10%,-2.0%,1,4%,-3%,11,3,7,-15
COc1ccc(-n2c(C)cc(C(=O)CN3C(=O)C(=O)N(Cc4ccccc4)C3=O)c2C)cc1,1%,1.6%,-7,?,0%,3,-24,5,0
COc1ccc(-n2c3c(cc(C(=O)N4CCC(C)CC4)c2=O)C(=O)CC(C)(C)C3)cc1,1%,0.4%,-5,0%,-3%,3,-1,-16,-2
CN(CC#CC1(O)c2ccccc2-c2ccccc21)Cc1ccccc1,-2%,0.2%,5,0%,-6%,1,29,6,5
NNc1cc(C(=O)O)ccc1Cl,9%,1.3%,-4,-2%,2%,1,4,-2,2
COc1ccc(CNC(=O)COC(=O)c2ccccn2)cc1,-15%,5.6%,-3,-7%,-3%,3,-5,-3,0
OCc1ccnc2oc3ccccc3c12,1%,·,·,0%,-4%,·,·,·,-8
CCn1c(C)nc2cc(C(=O)NNS(=O)(=O)c3ccccc3F)ccc21,·,2.1%,2,-5%,-12%,1,4,-5,-3
COCCCNCC(=O)c1c(N)n(Cc2ccccc2)c(=O)n(C)c1=O,1%,1.0%,2,-3%,-2%,1,6,-3,-20
CC(c1ccco1)N(C(=O)Nc1ccc(Cl)cc1)c1ccccn1 (stereo not drawn),3%,0.3%,-13,0%,4%,6,-5,-4,2
CCOc1ccc(-c2cn3c(n2)sc2cc(C(=O)NCCCN(CC)CC)ccc23)cc1,1%,1.2%,-5,?,-3%,-1,-16,4,-6
COCC(=O)N(C)c1nnc(-c2ccc([N+](=O)[O-])cc2)s1,0%,4.0%,-3,1%,0%,1,15,16,-5
CCOC(=O)C1CCN(C(=O)Cc2c(C(=O)O)[nH]c3ccccc23)CC1,-9%,2.5%,-2,2%,-4%,2,-10,9,-1
O=C(c1cnn(C(=O)c2ccccc2)c1)c1ccccc1O,7%,0.1%,-3,0%,2%,3,-1,5,-8
Cc1cc(=O)[nH]c(SCC(=O)Nc2ccc(N3CCCCC3)cc2)n1,18%,·,·,1%,-1%,·,·,·,0
CCOC(=O)c1c(C)[nH]c(C)c1S(=O)(=O)N1CCC(C(=O)N2CCN(c3ccccc3)CC2)CC1,1%,1.8%,-1,-4%,-3%,0,6,11,-2
COc1cc(-c2nnc(SCC(=O)Nc3ccc4c(c3)OCCO4)o2)cc(OC)c1OC,2%,-2.6%,-1,-5%,0%,1,3,2,0
O=C(Nc1ccccc1Cl)C1C2CCCCC21 (stereo not drawn),-4%,·,·,-13%,1%,·,·,·,-1
CCN(CC)c1ccc(S(=O)(=O)N2CCOCC2)cc1NS(C)(=O)=O,-10%,3.1%,3,-15%,-4%,2,0,7,-6
CC1=C(C(=O)Nc2ccccn2)C(c2ccc(Br)cc2)n2ncnc2N1 (stereo not drawn),-2%,-0.3%,-6,1%,-6%,2,2,3,-2
COc1ccccc1CNC(=O)COC(=O)C1CCN(c2ccc(C(F)(F)F)cn2)CC1,0%,0.4%,-8,2%,-1%,8,7,2,-4
CCN(CC)C(=O)c1sc(NC(=O)C(Sc2ccccc2)c2ccccc2)c(C(=O)OC(C)C)c1C (stereo not drawn),-12%,-0.2%,4,-4%,-1%,1,2,2,2
CCOc1ccc(NC(=S)N/N=C(\C)Cc2ccc(OC)cc2)cc1,1%,2.4%,-7,0%,1%,1,-8,-3,3
COC(=O)C1CCN(C(=O)Cn2nnc(-c3ccccc3)n2)CC1,-9%,-0.1%,-2,-2%,-1%,3,-5,6,-13
CO/C=C/C#CC1(O)CCN(C)CC1,-7%,1.8%,-1,1%,-5%,1,-3,·,-5
O=C1CN(S(=O)(=O)c2ccc(Cl)cc2C(F)(F)F)CCN1,-6%,0.2%,-4,-3%,-2%,4,-22,-2,-2
O=C(Nc1ccc(N2CCN(C(=O)c3ccc(Cl)cc3)CC2)cc1)c1ccc2c(c1)OCCO2,0%,-2.7%,5,2%,-6%,8,-15,1,-1
CC(=O)c1ccc(NC(=O)COC(=O)C2CC3C=CC2C3)cc1 (stereo not drawn),-4%,·,·,0%,3%,·,·,·,-9
CCN(C(=O)CN1CCOCC1)C1(C)C(=O)c2ccccc2C1=O,-12%,2.5%,-8,-3%,-1%,4,0,2,-5
c1ccc(-c2nnnc3ccccc23)cc1,3%,5.9%,-8,-3%,0%,-1,-7,-7,-1
O=C(NN1C(=O)NC2(CCCCC2)C1=O)c1cccs1,-15%,·,·,-5%,-3%,·,·,·,-4
